Lipid storage S3 – qHTS Assay for Lipid Storage Modulators in Drosophila S3 Cells | AID 2685 | actives 0.64% (n = 320,000) | Drosophila S3 cells, BODIPY lipid droplet fluorescence, 18-24 h; cells fed with added oleic acid | Potency in µM for hits, for the others lipid storage change, negative = inhibition, % at the top dose, mostly 46.1 µM; active means well fitted inhibition curve with a large enough effect in the signal ratio, with a control signal flat, not every such curve was filed as active; inconclusive means small, poorly fitted or top-dose-only effect, or effect the other way, or a change in a side signal; the % refers to the signal ratio
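Laser-scanning cytometry quantifies lipid droplet accumulation (500–530 nm total intensity; droplet/cell object ratio) in oleic acid-fed (400 uM added) Drosophila S3 cells treated with a concentration series. 20 uM Triacsin C defined 100% inhibition.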
Lipid storage S3 cell count max – also measured in Lipid storage S3; calls as there; cell number change, %; measured here: cell count max response;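 cells counted by Cell Tracker Red CMTPX staining in the red channel; peak over a dose series mostly up to 46.1 µM; percent activity relative to internal control wells on each plate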
* marks the source's active call; other numbers are inactive results; i = inactive; u = inconclusive; x = no result given. On the % scale 0 is the no-effect control and ±100 the full control effect; potency means the concentration at half of the fitted maximal effect. An excerpt; count on the stated rates, not on these rows.

SMILES	Lipid storage S3	Lipid storage S3 cell count max
O=C(NCCc1cccnc1)c1cc(COc2ccc(F)cc2Cl)on1	u	x
COC(=O)[C@H](Cc1ccccc1)NC(=O)NCCC1=CCCCC1	u	x
COc1cc2c(cc1OC)C1(CCCCC1)CN(C)C2	11.1%	13.0
COc1ccc(/C=C(\NC(=O)c2ccccc2)C(=O)NCCN2CCOCC2)cc1	u	x
COc1ccc(-c2ccnc(SCC(=O)N3CCN(c4ccccc4)CC3)n2)cc1	u	x
O=c1c(Cl)c(N2CCNCC2)cnn1C12CC3CC(CC(C3)C1)C2	1.1%	5.1
Cc1cc(N(CC(=O)NC2CC2)S(C)(=O)=O)ccc1Br	-2.9%	4.6
COc1cc(NC(=O)CCn2c(=O)[nH]c3ccsc3c2=O)cc(OC)c1	-16.7%	-7.9
CCC(C)NS(=O)(=O)c1ccc(S(=O)(=O)N(CC(=O)Nc2ccccc2)CC2CCCO2)cc1 (stereo not given)	u	x
CC1CC(C)CN(S(=O)(=O)N2CCC(C(=O)NCCC3=CCCCC3)CC2)C1 (stereo not given)	-0.5%	0.5
CC(C)(C)n1nc2c(c1NC(=O)Cc1ccc(Cl)cc1)CS(=O)(=O)C2	u	x
CN(C)c1ccc(C(CNC(=O)c2ccc(C#N)cc2)c2c[nH]c3ccccc23)cc1 (stereo not given)	u	x
O=C1CN(C(=O)COc2ccccc2F)c2ccccc2N1	18.2%	11.5
CC(Oc1ccc(F)cc1)C(=O)NN (stereo not given)	u	x
O=C(CCc1ccccc1)NNC(=O)COc1ccc(Cl)cc1	u	x
Cc1cccnc1Nc1nc(-c2ccc(O)c(O)c2)cs1	u	x
CC(=O)Nc1ccc(OS(=O)(=O)c2ccc(Cl)cc2)cc1	i	6.7
C=CCn1c2ccccc2c2nnc(SCC(=O)O)nc21	5.1%	14.8
COc1ccc(S(=O)(=O)Nc2ccccc2C(=O)NC2CC2)cc1NC(C)=O	16.6%	-17.6
CC1CCN(C(=O)C2CCN(S(=O)(=O)c3cccnc3)CC2)CC1	u	x

The final 2 entries of the section above open the next one.
SMILES	Lipid storage S3	Lipid storage S3 cell count max
COc1ccc(S(=O)(=O)Nc2ccccc2C(=O)NC2CC2)cc1NC(C)=O	16.6%	-17.6
CC1CCN(C(=O)C2CCN(S(=O)(=O)c3cccnc3)CC2)CC1	u	x
CC(=O)NC(c1ccccc1)c1c(O)ccc2ccccc12 (stereo not given)	-3.9%	0.4
O=C(O)CSc1nnc(-c2cccc(S(=O)(=O)N3CCOCC3)c2)n1-c1cccc(Cl)c1	-14.5%	13.2
Cc1ccc(CN2C(=O)C(CC(C)C)Nc3ncnc(N4CCN(c5ccccn5)CC4)c32)cc1 (stereo not given)	u	x
C=CCn1cnc2c(c1=O)c1nc3ccccc3nc1n2/N=C/c1cccc(OC)c1	u	x
CCN(CC)C(=O)CSc1nc2cc3c(cc2c(=O)n1Cc1ccc(OC)cc1)OCO3	-0.7%	-1.5
O=C(CSCc1cccs1)N1CCCC1	i	x
CC(=O)c1cnc2c(-c3ccc(Cl)cc3)c(C)nn2c1C	7.2%	6.5
O=C(Nc1nc(-c2ccc(F)cc2)cs1)c1cccc(N2C(=O)CCC2=O)c1	i	7.5
O=C(Nc1ccccc1C(=O)O)c1ccc(NC(=O)C2CCCCC2)cc1	u	x
CCOC(=O)c1ccc(N2C(=O)c3cccc4c(C(=O)O)ccc(c34)C2=O)cc1	u	x
COc1cc(OC)c(NC(=S)NCc2ccccc2)cc1Cl	-2.8%	28.3
CS(=O)(=O)c1ccc(NC(=O)c2cccc(-n3cnnn3)c2)cc1	u	x
CC1(c2ccccc2)CC2CC(c3ccccc3)N1O2 (stereo not given)	u	x
O=C(COC(=O)c1cccnc1Cl)NCCC1=CCCCC1	u	x
Cc1ccc(-n2nnnc2SCC(=O)NC(C(=O)O)(c2ccccc2)c2ccccc2)cc1C	2.9%	x
O=C(CC1C(=O)N(Cc2ccccc2)C(=S)N1CCN1CCOCC1)Nc1ccc(F)cc1 (stereo not given)	u	x
O=C(O)c1ccc(N2CCOCC2)c(N2C(=O)C3C4C=CC(C4)C3C2=O)c1 (stereo not given)	-3.8%	1.9
Cc1ccc(C)c(Oc2cc(NC(=O)CCCn3nc(C)c([N+](=O)[O-])c3C)cc([N+](=O)[O-])c2)c1	u	x
O=C(NNC(=O)c1ccc[nH]1)c1cc(Cl)cc(Cl)c1	-6.5%	21.7
O=C(Nc1cccc(-c2ccc(N3CCOCC3)nn2)c1)c1ccc(Cl)cc1	i	-21.6
CCCCN(C(=O)CCCc1nc2ccccc2c(=O)[nH]1)c1c(N)n(CC(C)C)c(=O)[nH]c1=O	u	x
Cc1ccc(C2(C)NC(=O)N(CC(=O)Nc3cc(S(=O)(=O)N4CCCCC4)ccc3OC(C)C)C2=O)cc1 (stereo not given)	u	x
CCS(=O)(=O)c1nn2c(N)c(/C=C3/C=CC(=O)C(OC)=C3)c(=O)nc2s1	-0.2%	-1.1
C=CCN1C(=O)S/C(=C/c2ccc(Sc3nc4ccccc4[nH]3)o2)C1=O	-22.8%	4.5
N#CC1=C(N)Oc2n[nH]c(-c3ccccc3)c2C1c1ccncc1 (stereo not given)	u	x
O=C(c1ccc2ccccc2n1)N1CCN(c2ccccc2Cl)CC1	u	x
Cc1cccc(NC(=O)Cn2nnc(C(=O)Nc3ccc(F)c(Cl)c3)c2N)c1	i	-2.3
Cc1ccc(-c2ccc(C(=O)Nc3ccccc3)o2)c2ccccc12	-5.6%	1.0
O=C(CN1CCN(c2ccc(F)cc2)CC1)NCc1ccc(F)cc1	12.4%	10.3
CC1=CC(C)C2C(=O)N(c3ccccc3)NC(=O)C2C1 (stereo not given)	8.1%	6.7
O=C(Nc1ccc(CN2CCCCC2)cc1)Nc1ccc(Br)cc1Cl	u	x
Cc1ccc(/C=N/NC(=O)c2ccncc2)s1	u	x
Cc1ccc(NC(=S)Nc2ccc(OC(F)F)c(Cl)c2)cc1F	u	x
COc1cccc(CN2CCN(Cc3ccccc3C(F)(F)F)CC2)c1	i	-11.5
O=C(Nc1ccccc1)OCc1cc(-c2ccc(Cl)cc2)on1	-9.0%	-8.6
CC(C)(C)/C=N/NC(=O)CNC(=O)c1ccc2c(c1)OCCO2	7.4%	3.4
O=C(Nc1ccc2oc(-c3ccncc3)nc2c1)c1ccco1	-0.1%	2.1
CCn1ncc(C2=NOC(C(=O)NCCc3ccccc3)C2)c1C (stereo not given)	u	x
Cc1[nH]c(=S)c(C#N)c(C)c1CC(=O)c1ccc(Br)cc1	u	x
O=Nc1ccc(NOC(=O)c2ccccc2Br)cc1	u	x

The last 7 compounds of the section above come first, to join the parts:
SMILES	Lipid storage S3	Lipid storage S3 cell count max
COc1cccc(CN2CCN(Cc3ccccc3C(F)(F)F)CC2)c1	i	-11.5
O=C(Nc1ccccc1)OCc1cc(-c2ccc(Cl)cc2)on1	-9.0%	-8.6
CC(C)(C)/C=N/NC(=O)CNC(=O)c1ccc2c(c1)OCCO2	7.4%	3.4
O=C(Nc1ccc2oc(-c3ccncc3)nc2c1)c1ccco1	-0.1%	2.1
CCn1ncc(C2=NOC(C(=O)NCCc3ccccc3)C2)c1C (stereo not given)	u	x
Cc1[nH]c(=S)c(C#N)c(C)c1CC(=O)c1ccc(Br)cc1	u	x
O=Nc1ccc(NOC(=O)c2ccccc2Br)cc1	u	x
c1ccc(-n2ncc3c(N4CCN(c5ccccn5)CC4)nc(N4CCCCC4)nc32)cc1	u	x
Cc1nc(-c2ccccn2)sc1C(=O)Nc1ccc(F)cc1F	-0.6%	6.3
Cc1nn(C(C)C(=O)Nc2ccccc2Cl)c(=O)c2nn(-c3ccccc3)c(C)c12 (stereo not given)	u	x
CCN(c1ccccc1)S(=O)(=O)c1ccc(OC)c(NC(=O)c2cc(Cl)ccn2)c1	u	x
CCOC(=O)C(=Cc1ccc(F)cc1)C(=O)OCC	u	x
C=CCn1cc(C(=O)OC)c(=O)c2cc(S(=O)(=O)N(CC)CC)ccc21	u	x
CCn1c(-c2ccccc2)ccc(C#N)c1=O	i	x
Cc1ccc2[nH]c(=O)c(CN(Cc3ccccc3Cl)C(=O)N3CCOCC3)cc2c1	i	-14.5
O=C(CN1CCc2ccccc2C1)Nc1ccc(F)cc1F	u	x
COC(=O)C1=C(C(=O)OC)[C@@H]2N(C)c3ccccc3[C@@]23C[C@@H](CO)N(C(=O)NCCBr)C3=N1	0.1%	8.0
Cc1noc(NS(=O)(=O)c2ccc(NC(=O)CCCOc3ccc(Cl)cc3Cl)cc2)c1C	1.7%	2.6
O=C(C1CCCN(S(=O)(=O)c2cccc3nonc23)C1)N1CCN(c2ccccc2)CC1 (stereo not given)	u	x
Oc1oc(-c2ccccc2)nc1C=NCc1ccncc1	9.3%	2.6
O=C(COC(=O)CCC(=O)c1ccc(F)cc1)Nc1ccc2[nH]c(=O)[nH]c2c1	u	x
O=C(NC(=S)NNC(=O)[C@H]1C[C@@H]1c1ccccc1)c1cccc(F)c1	u	x
CCc1ccc(/C=C2\SC(=S)N(CCCC(=O)Nc3nccs3)C2=O)cc1	-9.2%	-11.0
COC(=O)/C(=C/c1cccnc1)NC(=O)c1ccccc1	7.5%	11.6
COC(C[C@H](O)C[C@@H](O)COCc1ccccc1)OC	u	x
CCOC(=O)C1CCCN(C(=O)c2ccc(Cl)c(S(=O)(=O)N3CCCCC3)c2)C1 (stereo not given)	u	x
CCc1nnc(NC(=O)CSc2nnc(-c3cccnc3)n2CC)s1	u	x
Cc1nn(S(=O)(=O)c2ccc(Cl)cc2)c(C)c1S(=O)(=O)N1CCOCC1	u	x
COc1ccc(C(=O)Nc2nc3nc(-c4ccccc4)cc(=O)n3[nH]2)cc1	u	x
O=C(NCC1COc2ccccc2O1)c1ccco1 (stereo not given)	u	x
O=C(COC(=O)c1ccc([N+](=O)[O-])s1)NCc1ccccc1	0.9%	-2.0
Clc1ccc(Cc2nnc(-c3cccs3)o2)cc1	26.7%	5.1
CCC(=O)N1CCc2cc(S(=O)(=O)NCCC(=O)NCc3ccc(F)cc3)ccc21	u	x
O=C(CCn1cnc2ccccc2c1=O)Nc1cccc(Cl)c1Cl	u	x
CCc1ccccc1N(CC(=O)Nc1cccnc1)S(=O)(=O)c1ccccc1	-15.6%	0.7
CCC(OC(=O)c1nsc(Cl)c1Cl)C(=O)NC(C)(C)C (stereo not given)	1.1%	5.1
Cn1c(=O)c2sccc2n2c(CCCC(=O)NCc3ccc(F)cc3)nnc12	u	x
CN1CCN(NS(=O)(=O)c2ccc(Cl)s2)CC1	1.5%	0.0
C=CCOC(=O)Cn1cnc2c(sc3nc(C)cc(C)c32)c1=O	u	x
COc1cc(OC)c(C2CC(=O)N3CN(c4ccc(C)cc4)CSC3=C2C#N)cc1OC (stereo not given)	14.8%	9.2
Cc1cccnc1NC(=O)c1c(O)c2ccccc2n(C)c1=O	u	x
O=C(NCc1ccc(F)cc1)c1cc(S(=O)(=O)N2CCCCC2)ccc1Cl	u	x
CCc1ccccc1NC(=O)CN1CCN(C(=O)c2cccc(-n3cnnn3)c2)CC1	8.9%	-10.8
CN(C)S(=O)(=O)c1cccc(NC(=O)c2cc3c(=O)n4ccccc4nc3s2)c1	-11.3%	-20.1
C=CCNc1ncnc2c1ncn2C1OC(CO)C(O)C1O (stereo not given)	u	x
CC(=O)NC(c1ccco1)c1cc(F)c2cccnc2c1O (stereo not given)	u	-4.7
CC(C)[C@H](NC(=O)OCc1ccccc1)C(=O)OCC(=O)Nc1ccc(N2CCOCC2)cc1	u	x
N#Cc1ccccc1S(=O)(=O)N1CCN(C(=O)CN2CCCC2c2cccs2)CC1 (stereo not given)	u	x
C/C(=N\Nc1cccc([N+](=O)[O-])c1)c1cc2ccccc2o1	u	x
COC(CNC(=O)c1cn(C)c2ccc(S(=O)(=O)N(C)C3CCCCC3)cc2c1=O)OC	u	x
COc1ccc(C2SCCN2S(=O)(=O)c2ccc(F)cc2)cc1OC (stereo not given)	i	9.3
O=C(NC1CCN(S(=O)(=O)c2ccc(Cl)cc2)CC1)C1CCCCC1	i	11.7
Oc1ccc2ccccc2c1/C=N/n1cnnc1	0.6%	-0.6
COc1ccc(NC2=NCC(Cc3ccc(Br)cc3)S2)cc1 (stereo not given)	u	x
COc1ccc(Br)cc1CN(C)CC(=O)NCCc1ccc(S(N)(=O)=O)cc1	13.4%	18.4
CCOC(=O)CSc1nc(NCc2ccco2)c2ccccc2n1	u	x
COc1ccc(S(=O)(=O)NCCC(=O)N2CCCC2)cc1N(C)S(C)(=O)=O	u	x
More entries.
SMILES	Lipid storage S3	Lipid storage S3 cell count max
O=[N+]([O-])c1cc(/C=N/N2CCN(C3c4ccccc4-c4ccccc43)CC2)ccc1Cl	11.1%	1.8
Cc1ccc(C2C3=C(CC(C)(C)CC3=O)Nc3[nH]c(=S)[nH]c(=O)c32)cc1 (stereo not given)	i	x
CCCOc1c(Br)cc(C2C3=C(CCCC3=O)N(C)C3=C2C(=O)CCC3)cc1OC	u	x
COc1ccccc1NC(=O)Cn1c([N+](=O)[O-])cnc1C	i	11.5
O=C(Nc1cccc([N+](=O)[O-])c1)C1COc2ccccc2O1 (stereo not given)	8.0%	2.8
COc1ccc(NC(=O)C=C(C)C)cc1Cl	u	x
C[n+]1ccccc1/C=C1\Sc2ccccc2N1CCO	i	-1.1

Compound activity (PubChem BioAssay)
